ROMK primary: modulates human ROMK potassium channel activity; P48048; Tet-inducible ROMK, thallium flux fluorescence; actives lie on both sides; B-score at 10 µM; hit rate 2% among 130,000;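 active = signal ratio slope over the read window, or its plate-corrected B-score, at least 3 SD from the plate mean, either direction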;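 note: B-score of the F/F0 ratio slope over 7 to 12 s after thallium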
Target sequence (P48048 whole entry, looked up): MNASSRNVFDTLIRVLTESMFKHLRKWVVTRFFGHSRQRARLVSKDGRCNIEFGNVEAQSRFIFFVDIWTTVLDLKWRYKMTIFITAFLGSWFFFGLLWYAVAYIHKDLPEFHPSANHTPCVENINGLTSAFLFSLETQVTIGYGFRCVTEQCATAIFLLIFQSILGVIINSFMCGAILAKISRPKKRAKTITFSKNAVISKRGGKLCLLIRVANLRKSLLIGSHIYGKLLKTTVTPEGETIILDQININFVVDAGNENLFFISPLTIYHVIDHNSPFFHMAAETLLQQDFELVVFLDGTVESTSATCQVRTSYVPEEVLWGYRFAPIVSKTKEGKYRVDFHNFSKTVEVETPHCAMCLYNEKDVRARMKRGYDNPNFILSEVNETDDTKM
SRC2 TRFRET art: TR-FRET artefact, counter-screen to PPARgamma/SRC-2 agonist assay; active compounds read high; hit rate 0.4% among 200,000; TR-FRET ratio at 8 µM; in the data active = TR-FRET ratio above about 2000; note: inactives centre near 1500
PPARg SRC-1 ag: PPARgamma-driven SRC-1 recruitment agonism | PPARgamma-SRC-1 coactivator recruitment biochemical assay | activation, % at 8 µM | hit rate 0.41% among 200,000 | AID 631; in the data active = activation above about 19%;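 note: 0% = DMSO and 100% = reference agonist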
Target sequence (P37231 whole entry, looked up): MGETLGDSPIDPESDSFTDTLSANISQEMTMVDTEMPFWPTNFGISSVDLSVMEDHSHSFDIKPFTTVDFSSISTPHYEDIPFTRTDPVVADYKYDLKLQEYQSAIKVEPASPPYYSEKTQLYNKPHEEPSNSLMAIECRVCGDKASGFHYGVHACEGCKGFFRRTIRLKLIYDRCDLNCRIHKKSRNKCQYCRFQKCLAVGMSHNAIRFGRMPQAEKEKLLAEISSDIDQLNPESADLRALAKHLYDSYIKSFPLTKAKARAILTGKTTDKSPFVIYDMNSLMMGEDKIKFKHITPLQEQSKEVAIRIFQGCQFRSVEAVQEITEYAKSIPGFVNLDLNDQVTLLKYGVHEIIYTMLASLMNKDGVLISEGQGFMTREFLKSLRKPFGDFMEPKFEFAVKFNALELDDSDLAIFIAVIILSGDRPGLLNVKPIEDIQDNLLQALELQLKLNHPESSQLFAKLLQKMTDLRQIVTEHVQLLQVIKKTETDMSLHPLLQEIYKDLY
PPARg SRC-3 ag: agonists of human PPARgamma SRC-3 coactivator recruitment | biochemical PPARgamma/SRC-3 coactivator recruitment assay | activation, % at 8 µM | hit rate 0.26% among 200,000; in the data active = activation above about 23%;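 note: 0% = DMSO and 100% = reference agonist; some compounds past the cut are filed as inactive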
STAT3 act: STAT3 signaling activation; activation (% of control), % at 5.6 µM; hit rate 0.91% among 190,000; U3A cells, IL-6 STAT3-luciferase reporter, luminescence; 100% = signal with IL-6 EC80 alone;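 active = activation above the screen-wide mean of compound activation plus 3 SD, cut at about 130% in these data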;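 note: 0% = background luminescence of wells with medium and substrate only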
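system = STAT3-luciferase reporter U3A cells | reagent = IL-6 stimulus at 33 ng/mL final | timing = 1 h compound pre-exposure, 6 h IL-6 stimulation, 37 °C | measured by = luminescence | evaluation = % activation versus median of IL-6-stimulated wells | control set = IL-6-only wells as 100% reference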
STAT1 blocker: inhibitors of IFN-gamma induced STAT1 signaling; AID 920; NIH 3T3 STAT1-luciferase reporter, luminescence; inhibition, % at 5.5 µM; hit rate 0.35% among 200,000;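 active = inhibition above a set limit, the mean inhibition across all tested compounds plus 3 SD, cut at about 34% in these data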;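 note: 0% = IFN-gamma with DMSO and 100% = IFN-gamma with 300 µM nifuroxazide; values of inactives mirror those of a sister screen read the other way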
bIAP inh: intestinal alkaline phosphatase (bovine) inhibition | purified bovine IAP, CDP-star luminescence, 30 min | inhibition, % at 20 µM | 190,000 tested, under 10 active;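 active = over 50% inhibition of intestinal alkaline phosphatase at 20 µM in the single-dose screen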
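System: purified bovine intestinal alkaline phosphatase (IAP) enzyme; Input: IAP diluted 1/65,000,000 in the well; Measured by: CDP-star luminescence signal; Compound dosing: 20 µM single dose; Incubation: 30 min reaction at room temperature.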
TNAP act hi DEA: activators of human TNAP at high phosphate acceptor concentration; purified TNAP, CDP-star luminescence, 1 M DEA, 30 min; active compounds read high; 0 = EDTA background, 1 = DMSO-only activity; 200,000 tested, under 10 active; P05186; activation factor at 20 µM; AID 1136;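 active = activation factor at least 2 at 20 µM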
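Assay system: human TNAP; Input: enzyme diluted 1/800 final; Reagent: CDP-star luminogenic substrate at 100 µM final; Timing: 30 min, room temperature; Signal: luminescence; Evaluation: TNAP activation factor scaled between EDTA and DMSO control wells.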
PPARg SRC2 recr: PPARgamma-driven SRC-2 recruitment agonism | hit rate 0.34% among 200,000 | AID 1032 | activation, % at 8 µM | P37231 | PPARgamma LBD-SRC-2 recruitment, biochemical; in the data active = activation above about 22%;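 note: 0% = vehicle and 100% = reference agonist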
STAT3 inh: reduces IL-6 driven STAT3 reporter signal; U3A cells, IL-6 STAT3-luciferase reporter, luminescence; host cell line lacks STAT1; inhibition, % at 5.5 µM; hit rate 0.89% among 190,000; AID 862;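 active = inhibition above the mean inhibition across all screened compounds plus 3 SD, cut at about 44% in these data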;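 note: 0% = DMSO only wells and 100% = 100 µM nifuroxazide control wells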
bIAP activator: increases bovine intestinal alkaline phosphatase activity. purified bovine IAP, CDP-star luminescence, 30 min; active compounds read high; fold of DMSO-control signal, blank-subtracted. activation factor at 20 µM. hit rate 0.17% among 200,000. AID 1016;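 active = activation factor of 2 or more at 20 µM, a signal rise over negative controls twice the positive control's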
Starred values were filed as active, the others as inactive; . = not tested or not shown; & = joins results of further samples.

molecule	ROMK primary	SRC2 TRFRET art	PPARg SRC-1 ag	PPARg SRC-3 ag	STAT3 act	STAT1 blocker	bIAP inh	TNAP act hi DEA	PPARg SRC2 recr	STAT3 inh	bIAP activator
CN1CC=C2C(C#N)=C(N)C(C#N)(C#N)C(c3ccsc3)C2C1 (centres undefined)	.	1554	3	8	95	-5	-8	0.9	11	10	1.1
O=C(COc1cc(Cl)ccc1Cl)Nc1ccc2c(c1)CCC2	0.047	1664	5	-2	101	3	-2	1	4	8	1
COc1ccc(NC(=O)Nc2ccccc2C)c(OC)c1	.	1257	2	-6	105	-5	9	1	3	1	0.9
Cc1cc(NC(=O)CSc2ncnc3c2cnn3-c2cccc(Cl)c2)no1	0.092	1525	0	1	105	-10	3	1	6	2	1
O=C(c1ccc(-c2ccc([N+](=O)[O-])cc2Cl)o1)N1CCOCC1	-0.28	1386	-2	0	113	-35	9	1	5	-16	0.9
CCn1nc(C)c(NC(=O)CSc2nnc(-c3ccco3)n2C)c1C	-0.097	1433	7	-8	95	0	10	1.1	5	7	0.9
Cc1cc(C)n2nc(C(=O)N/N=C/c3ccc(Cl)cc3)nc2n1	-0.84	1700	10	3	90	0	-6	1	-1	18	1.1
CNC(=O)CSc1nnc(CCc2ccccc2)n1-c1ccccc1	0.32	1540	-11	-3	101	-6	6	1.1	3	3	0.9
COc1ccccc1N1CCN(CC(=O)Nc2ccc(C)c(F)c2)CC1	-0.14	1291	0	-6	105	-3	-7	1.1	-4	-2	1.1
Cc1ccccc1NC(=S)c1nc2ccccc2[nH]1	0.43	1799	12	3	124	-26	0	1	-4	-32	1
O=C(OCC(=O)N1CCCc2ccccc21)c1ccc(Br)o1	.	1612	8	7	101	-4	16	1	7	3	0.8
CO/N=C(/C)CCS(=O)(=O)c1ccccc1	0.21	1644	10	1	99	2	-10	1	0	4	1.1
Cc1ccc(NCCC(=O)c2ccc(Cl)cc2)cc1	.	1590	8	-12	92	-12	-10	1	4	19	1.1
COC(=O)c1ccc2c(=O)n(-c3ccccc3)c(SCN3C(=O)c4ccccc4C3=O)nc2c1	.	1488	5	2	99	5	2	1	1	2	1
COC(=O)Nc1sc2c(c1C(N)=O)CCC(C)C2 (centres undefined)	1.2	1564	-3	4	82	-6	2	1.1	0	24	1
C=CC#CC1(O)CC(C)[N+](C)(C)CC1C (centres undefined)	0.3	1628	6	2	94	-5	-7	0.9	4	14	1.1
NC(=O)[C@@H]1CCCN1Cc1nc(Cc2ccccc2F)no1	0.6	1596	2	-2	97	4	3	1	-14	14	1
Oc1ccccc1N=Nc1nc(-c2ccccc2)c(-c2ccccc2)[nH]1	1.2	1517	11	9	93	-4	29	1	3	9	0.7
CCN(CC)S(=O)(=O)c1cc(NC(=O)C(C)N2CCc3ccccc32)ccc1C (centres undefined)	0.94	1436	3	1	142*	8	-3	1	-2	-41	1
Cn1cc(Cl)c(C(=O)NC2CCCC2)n1	.	1391	-4	3	93	12	7	1	5	14	0.9
CCc1nnc(NC(=O)CSc2nc3[nH]ncc3c(=O)[nH]2)s1	1.9	1742	12	6	96	0	-15	1.1	14	10	1.2
O=C(CCNC(=O)Cn1ccc2ccccc2c1=O)NCCN1CCc2ccccc2C1	.	1455	5	-13	109	1	6	1.1	10	-10	0.9
COc1cccc(C(=O)N(Cc2ccc3c(c2)OCO3)Cc2nc3ccccc3c(=O)[nH]2)c1	-0.07	1441	4	-9	96	0	9	1.1	-4	10	0.9
O=C(NCC1CCCO1)Nc1cccc(Cl)c1 (centres undefined)	.	1479	-2	8	99	-10	10	1.1	6	5	0.9
O=C(O)CNS(=O)(=O)c1ccc(-c2ccccc2)cc1	-0.0056	1535	3	-3	105	-7	12	1.1	4	-8	0.9
CCC1=Nc2cc(C(=O)NCCCOC(C)C)ccc2Sc2ccccc21	0.67	1445	2	-4	99	-1	4	0.9	-3	7	1
Cc1nc(SCc2c(F)cccc2Cl)n[nH]1	.	1458	3	5	94	-9	1	1.1	14	10	1
O=[N+]([O-])c1nn(-c2ccc3c(c2)OCCO3)n(O)c1=NCCC1=CCCCC1	0.77	1657	-1	2	108	-26	0	1	1	-6	1
CC1CC(C)CN(CCCNC(=O)CC2Oc3ccccc3NC2=O)C1 (centres undefined)	.	1631	-2	3	114	-9	0	1.1	5	-7	1
CC(Oc1ccccc1)C(=O)Nc1ccc(C(N)=O)cc1 (centres undefined)	0.76	1455	1	-5	101	0	9	1	1	4	0.9

The last 3 compounds of the part above are carried over, then new ones follow.
molecule	ROMK primary	SRC2 TRFRET art	PPARg SRC-1 ag	PPARg SRC-3 ag	STAT3 act	STAT1 blocker	bIAP inh	TNAP act hi DEA	PPARg SRC2 recr	STAT3 inh	bIAP activator
O=[N+]([O-])c1nn(-c2ccc3c(c2)OCCO3)n(O)c1=NCCC1=CCCCC1	0.77	1657	-1	2	108	-26	0	1	1	-6	1
CC1CC(C)CN(CCCNC(=O)CC2Oc3ccccc3NC2=O)C1 (centres undefined)	.	1631	-2	3	114	-9	0	1.1	5	-7	1
CC(Oc1ccccc1)C(=O)Nc1ccc(C(N)=O)cc1 (centres undefined)	0.76	1455	1	-5	101	0	9	1	1	4	0.9
CCOc1ccccc1-n1nnnc1SC(C)C(=O)OC (centres undefined)	-0.84	1669	6	7	108	4	-8	1	6	-6	1.1
COC(=O)C(C)Sc1nnc(Cc2cc(=O)[nH]c(=O)[nH]2)n1-c1ccc(OC)cc1 (centres undefined)	.	1639	5	5	103	-3	-10	1.1	2	1	1.1
CCN(c1ccccc1)S(=O)(=O)c1ccc(C(C(=O)OC)C(=O)OC)c([N+](=O)[O-])c1	0.64	1454	13	6	101	0	2	1	-3	7	1
CN1CCN(CCCN2c3ccccc3Sc3ccc(Cl)cc32)CC1	.	1565&1664	12&8	5&-1	100	2	7&-4	1&1	8&3	2	0.9&1
O=C(O)CNS(=O)(=O)c1ccc2c(c1)CCCC2	0.81	1552	13	4	100	0	-19	1	1	7	1.2
Cc1ccc(C(=O)Nn2c(N)c(S(=O)(=O)c3ccc(C)cc3)c3nc4ccccc4nc32)cc1	0.65	1550	0	11	99	3	-1	1	8	6	1
COc1cc(C=O)ccc1OCCCOc1ccccc1[N+](=O)[O-]	.	1417	-2	-2	109	-34	10	1	-4	-10	0.9
COc1ccc(C(OC(=O)c2ccco2)C(=O)NC2CCCCC2)cc1OC (centres undefined)	-1.1	1655	9	7	97	7	1	1	6	9	1
O=C(CS(=O)(=O)Cc1ccccc1)N1CCc2ccccc21	0.57	1521	1	-3	114	-11	11	1	10	-13	0.9
O=C(CCc1ccccc1)Nc1cccc([N+](=O)[O-])c1	1.4	1540	2	3	94	-1	8	1.1	-4	18	0.9
COc1ccccc1NC(=S)N/N=C/c1cccc(C)c1	.	1494	1	2	96	-23	10	1	-1	6	0.9
CCOC(=O)c1c(C)[nH]c(C(=O)CSc2nnc(Nc3ccccc3F)s2)c1C	-0.42	1605	3	-1	96	4	19	1	6	2	0.8
N/C(=N\c1nc2ccccc2o1)NC(=O)c1ccccc1	1.3	1566	0	2	108	-16	-6	1.1	5	-3	1.1
O=C(Cn1cc(Cl)ccc1=O)c1ccc(Cl)cc1	-0.75	1599	6	-2	94	6	11	1	6	4	0.9
O=C(CSc1nnc(-c2ccccc2)c(-c2ccccc2)n1)Nc1ncc(Cl)cc1Cl	.	1470	4	-3	83	-12	-4	1	9	22	1
C=CCC1S/C(=N/N=C/c2cccs2)NC1=O (centres undefined)	-0.98	1725	0	3	88	14	-1	1.1	3	16	1
O=C(CC(=O)N/N=C\c1ccc(F)cc1)NCCc1ccccc1	0.26	1532	-8	1	93	-2	-5	1.1	3	13	1.1
Cc1nn(S(=O)(=O)c2ccccc2)c(C)c1Sc1ccc([N+](=O)[O-])cc1	.	1442	1	2	107	-2	27	1	-5	-3	0.7
O=C(N/N=C/c1ccco1)c1cccc(S(=O)(=O)Nc2ccccc2Cl)c1	0.3	1566	-2	3	94	0	27	1	4	5	0.7
O=C(CSc1nnc(-c2ccccc2)o1)Nn1cnnc1	0.32	1683	-1	6	95	6	1	1	7	8	1
CCOC(=O)/C(C#N)=C\C1=C(N2CCCC2)CC(C)(C)OC1	-0.014	1536	9	-12	98	4	-5	0.9	-3	4	1.1
Cc1ccc2[nH]c(-c3cccc(F)c3)cc(=O)c2c1	3.1*	1659	7	-1	142*	-23	11	1.1	10	-54	0.9
Cn1nc(OC(=O)Nc2ccc(Cl)cc2)cc1C(F)(F)F	0.91	1818	3	5	100	4	11	1	12	7	0.9
